# Assay outcomes (PubChem)
# MRP resist rev: MRP-mediated drug resistance reversal. differential viability (reversal), % at 10 µM. 85,000 tested, 0.04% active. H69AR cells + 2 uM doxorubicin, CellTiter-Glo, 72 h. AID 602;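 active = viability drop by adding the cancer drug above about 55%, with treated viability meeting a 40% cutoff, limit read from the data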;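 also: viability without doxorubicin minus viability with 2 µM doxorubicin for each compound; larger differential means the compound sensitizes cells more to doxorubicin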
# Bcl-B displacement: displacers of TR3 peptide from Bcl-B, primary screen, selectivity assay for Bfl-1 inhibitor project, biochemical, fluorescence polarization; displacement, % at 20 µM; hits with a dose series show IC50 in µM; 96,000 tested, 0.11% active; FP displacement of FITC-TR3 peptide from Bcl-B; higher % means a stronger effect;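 active = displacement above 50% at 20 µM plus a fluorescence interference ratio under 1.5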;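 also: plate controls were wells without compound for no effect and wells lacking Bcl-B protein for full effect; a part of the inactive calls stands beside numbers as strong as those of hits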
# PLAP inhibition: PLAP enzyme inhibitors, biochemical, luminescence, HTS (AID 690) | purified PLAP, luminescent substrate; higher % means a stronger effect | one-dose inhibition, % at 20 µM; IC50 in µM for titrated hits | 96,000 tested, 0.08% active; in the data active = a potency from the dose series; inactive = the rest, 99 in 100 with inhibition below about 30%; also: strong numbers were not always called active
# IL1B NFkB inh: blocks IL-1B driven NFkB nuclear translocation in HUVEC cells; HUVEC IL-1B NFkB p65 nuclear translocation imaging; inhibition, % at 2 µM; 94,000 tested, 0.43% active; AID 796;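 active = inhibition above about 30% together with a positive call from visual inspection of the well image, limit read from the data; inconclusive = inhibition above a set limit but visual check negative; inactive = inhibition not above a set limit, visual check negative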;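 also: nuclear over cytoplasmic p65 intensity ratio measured by imaging; 0% = IL-1B stimulated DMSO wells and 100% = unstimulated DMSO wells; values of inactives mirror those of a sister screen read the other way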
# NFkB transloc pot: enhances IL-1B driven NFkB nuclear translocation; HUVEC IL-1B NFkB p65 nuclear translocation imaging; activation, % at 2 µM; 94,000 tested, 0.3% active;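 active = activation above 40%, about the mean plus 3 SD, also judged a hit on visual image review; inconclusive = activation above 40% but not a hit on visual review; inactive = activation not above 40% and no visual hit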;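 also: percent activation is computed from the nuclear over cytoplasmic p65 intensity ratio; values of inactives mirror those of a sister screen read the other way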
# MRP resist rev cytotoxicity: second read-out of MRP resist rev, no call of its own (marks repeat the call); viability, %; H69AR cells, CellTiter-Glo, 72 h; measured here: cytotoxicity without doxorubicin
# MRP resist rev with doxorubicin: recorded beside MRP resist rev, whose call it bears; viability, %; measured here: viability with 2 uM doxorubicin; active compounds read low
# IL1B NFkB inh cell count 2 µM: second read-out of IL1B NFkB inh, no call of its own (marks repeat the call); cell count; measured here: cells passing quality filter;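 raw number of nuclei counted in each imaged well without normalization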
# NFkB transloc pot cell count 2 µM: second read-out of NFkB transloc pot, no call of its own (marks repeat the call); cell count; measured here: cells passing quality filter
# Active calls of the source: *; ? = inconclusive; · = not tested or not shown.
SMILES,MRP resist rev,MRP resist rev cytotoxicity,MRP resist rev with doxorubicin,Bcl-B displacement,PLAP inhibition,IL1B NFkB inh,IL1B NFkB inh cell count 2 µM,NFkB transloc pot,NFkB transloc pot cell count 2 µM
Cc1ccc(NC2=Nc3ccccc3N3C2=Nc2c(c(C)nn2-c2ccccc2)C3c2ccc(O)c(O)c2)cc1 (configuration not stated),-38,16,54,9%,-34%,-4,155,4,155
Cc1ccc(S(=O)(=O)N2CCN(C(=O)c3cc4c(C)nn(-c5ccccc5C)c4s3)CC2)cc1,5,73,68,-6%,-30%,6,139,-6,139
CCOC(=O)C1C(=O)OC(C)(C)C1C(C)C(=O)c1ccc(C)cc1 (configuration not stated),4,77,73,-6%,17%,0,203,0,203
O=C(CCN1C(=O)COc2ccccc21)N1CCCCC1,17,89,72,8%,21%,19,159,-19,159
CC1CCCCC1NC(=O)CSc1nnc(N)s1 (configuration not stated),7,96,89,-11%,18%,-10,107,9,107
O=C(Nc1ccc(F)cc1)N(Cc1nnc2n1CCCCC2)c1ccccc1,18,104,86,-5%,-5%,-12,129,12,129
CC1CCCC(NC(=O)CSc2nnc(N)s2)C1C (configuration not stated),-5,99,104,-18%,-14%,-7,178,7,178
CC(=O)Nc1ccc(C2Nc3ccccc3C(=O)N2C2CCCCC2)cc1 (configuration not stated),-6,95,101,-11%,14%,-16,166,16,166
O=C(c1ccco1)n1c(=S)nc2ccccn21,5,72,67,11%,-6%,-45,112,?,·
O=[N+]([O-])c1ccc(NCCNc2ccc(Cl)nn2)cc1,8,88,80,-8%,38%,-2,186,2,186
CCCCCCC(=O)Nc1nc(C)c(-c2csc(Nc3ccccc3OC)n2)s1,·,·,·,0%,-15%,16,180,-16,180
COc1ccc(-c2c(C(C)=O)c(C)nc3sc4c(c23)NC(c2ccccc2)NC4=O)cc1 (configuration not stated),·,·,·,-4%,-12%,·,·,·,·
CCN(CC)Cc1c(CC(C)C)oc(C)c1C(=O)O,2,116,114,7%,7%,-12,147,12,147
CC1(C)CC(=O)C2=C(C1)NC(=O)CC2c1cc2c(cc1Br)OCO2 (configuration not stated),16,91,75,2%,2%,-3,91,3,91
CCN(CC(=O)NCc1ccccn1)S(=O)(=O)c1ccc(Cl)cc1,4,100,96,10%,6%,-2,194,2,194
COc1ccc(NS(=O)(=O)CC23CCC(CC2=O)C3(C)C)cc1 (configuration not stated),-10,87,96,-2%,-16%,-14,135,14,135
O=C1CC(O)(c2ccccc2)C(c2ccccc2)=C1c1ccccc1 (configuration not stated),-3,71,74,·,·,4,85,-4,85
O=C(Cc1ccccc1)n1nc(-c2ccco2)nc1SCc1ccccc1,3,104,101,4%,-2%,-8,165,8,165
COc1ccc2[nH]c(=O)c(CN(C(=O)c3ccccn3)C3CCCCC3)cc2c1,6,79,73,-7%,-30%,-15,167,15,167
CCOC(=O)c1sc(NC(=O)c2ccc(Br)o2)cc1C,-4,71,74,-5%,6%,9,143,-9,143
Cc1ccc2[nH]c(=O)c(CN(Cc3ccc4c(c3)OCO4)Cc3nnnn3C3CCCC3)cc2c1,5,11,7,-3%,-35%,·,·,·,·
Cn1c(-c2ccccc2O)cc2ccccc21,14,85,71,·,·,0,167,0,167
CCOC(=O)c1c(NC(=O)CCCN2CCOCC2)sc2c1CC(C)(C)OC2,7,93,87,-13%,-48%,-1,162,1,162
CC(C)C(=O)N(c1ccc(F)cc1)C1C=CS(=O)(=O)C1 (configuration not stated),6,99,93,-10%,5%,-2,126,2,126
Cc1cc(C(=O)Nc2cccnc2)no1,-2,103,104,·,·,-8,32,8,32
CCOc1cc(C)c(C(C)C)cc1S(=O)(=O)n1ccc(C)n1,-9,92,101,-13%,13%,-3,177,3,177
CCOc1ccc(CCNC(=O)C2CCCN(c3nn4c(=O)cc(C)nc4s3)C2)cc1 (configuration not stated),-18,72,90,-12%,-46%,·,·,·,·
Cc1ccc(Cn2ccc(NC(=O)c3nc4ncccn4n3)n2)cc1,7,94,86,-7%,-7%,-2,168,2,168
CCOc1ncccc1C(=O)Nc1ccc2c(C)cc(=O)oc2c1,·,·,·,0%,20%,·,·,·,·
O=C(NCc1cccnc1)c1ccc(CS(=O)(=O)Cc2ccc(Cl)cc2)o1,15,93,78,0%,-12%,28,87,-28,87
CSc1ccc(S(=O)(=O)Nc2ccc(N3CCOCC3)c(Cl)c2)cc1,5,108,103,-6%,-12%,6,154,-6,154
O=C(NC1CCS(=O)(=O)C1)Oc1ccc(Cl)cc1 (configuration not stated),-8,88,97,-6%,23%,-21,157,21,157
Cc1c(NC(=O)CN2CCN(C(c3ccccc3)c3ccccc3)CC2)c(=O)n(-c2ccccc2)n1C,-29,63,91,4%,-60%,-37,62,37,62
CCOc1ccc(N(C)S(=O)(=O)c2ccc3[nH]cc(C(=O)NCC4CCCO4)c(=O)c3c2)cc1 (configuration not stated),-18,74,92,-6%,-47%,2,122,-2,122
CCOC(=O)N1CCN(C(=S)NC(C)(C)C)CC1,14,97,82,·,·,-8,153,8,153
CCNc1nc(OCCNS(=O)(=O)c2cc(C)ccc2C)nc(N(C)C)n1,-9,82,90,-11%,-8%,-18,128,18,128
CCOC(=O)c1ccc(NC(=O)c2cccc(S(=O)(=O)N3CCOCC3)c2)cc1,-3,80,83,11%,-53%,-9,130,9,130
O=C(CSc1nc(-c2ccco2)cc(C(F)(F)F)n1)Nc1ccccc1C(F)(F)F,-13,26,39,·,·,-2,179,2,179
O=C(CCc1nc(-c2ccccc2F)no1)NCCN1CCc2ccccc2C1,·,·,·,0%,-54%,-17,109,17,109
CCc1ccccc1NC(=S)NC1CC2CCC(C1)N2Cc1ccco1 (configuration not stated),·,·,·,-1%,-5%,0,124,-5,133
CCOC(=O)c1sc(NS(=O)(=O)c2cc(C)ccc2C)nc1C,-4,84,89,5%,-54%,-16,93,17,93
CC(=NCc1ccc2c(c1)OCO2)C1=C(O)c2ccccc2C1=O,3,99,96,2%,15%,6,152,-6,152
O=C(Nc1ccc2nn(-c3ccccc3)nc2c1)c1cccnc1,-12,79,91,-38%,-44%,9,112,-9,112
CCC(=O)c1ccc(OCC(=O)N2CCc3cc(OC)c(OC)cc3C2)cc1,-4,83,86,-6%,8%,-6,139,6,139
Cc1nn(C)cc1CNC(=O)COc1ccc(Cl)cc1Cl,10,92,82,·,·,2,68,-2,68
Cc1csc(NC(=O)C2CCC(C)(C(=O)O)C2(C)C)n1 (configuration not stated),·,·,·,0%,8%,-7,74,7,74
CC1CN(c2nc3ccccc3nc2C(C#N)C(=O)NC2CCCCC2)CC(C)O1 (configuration not stated),-15,67,82,-61%,-26%,·,·,·,·
COc1ccc(-n2nnnc2Sc2ccc(S(=O)(=O)N3CCOCC3)cn2)cc1,-4,66,70,1%,9%,·,·,·,·
Cc1ccc(C)c(C(=O)CSc2nnnn2-c2cccnc2)c1,2,94,92,-4%,9%,-7,146,7,146
Oc1ccc2ccccc2c1C=Nc1ccccc1-c1nc2ccccc2[nH]1,·,·,·,-14%,-38%,-14,165,14,165
O=C(CSc1nnc2ccccn12)Nc1ncc(Cl)cc1Cl,-4,89,93,8%,8%,-13,185,13,185
CC(O)(CS(=O)(=O)Cc1cccc(C(F)(F)F)c1)C(=O)Nc1cccc(C(F)(F)F)c1 (configuration not stated),·,·,·,-2%,7%,-14,122,14,122
Cc1ccc(S(=O)(=O)N(C)CC(=O)N2CCCC2)cc1,4,109,105,·,·,-14,115,14,115
COC(=O)c1ccc(C2NC(C(=O)O)CS2)cc1 (configuration not stated),5,99,94,1%,1%,-6,92,6,92
CC(=O)NC12CC3CC(C1)CC(C(=O)OCC(=O)Nc1ncc(Cl)cc1Cl)(C3)C2,-1,83,84,41%,·,10,178,-10,178
Cc1cc(C)c2cc(CN(Cc3cccnc3)C(=O)c3ccc(F)cc3)c(Cl)nc2c1,·,·,·,-7%,-29%,-7,162,5,147
O=C(O)c1c(Cl)c(Cl)c(Cl)c(Cl)c1C(=O)N1CCCC1,-5,96,102,5%,-11%,-2,154,2,154
COc1ccc(NC(=O)c2ccc3snnc3c2)cc1,7,92,84,·,·,6,95,-6,95
Cc1cc(C)cc(N(CC(=O)NCc2ccco2)C(=O)c2snc(C(N)=O)c2N)c1,5,85,81,·,·,4,107,-4,107
Cn1cccc1Cc1nnc(SCC(=O)NCc2ccccc2Cl)n1-c1ccc(F)cc1,-9,67,76,-24%,-44%,10,150,-10,150

# Random excerpt: 5 compounds from above
SMILES,MRP resist rev,MRP resist rev cytotoxicity,MRP resist rev with doxorubicin,Bcl-B displacement,PLAP inhibition,IL1B NFkB inh,IL1B NFkB inh cell count 2 µM,NFkB transloc pot,NFkB transloc pot cell count 2 µM
COc1ccc(NC(=O)c2ccc3snnc3c2)cc1,7,92,84,·,·,6,95,-6,95
Oc1ccc2ccccc2c1C=Nc1ccccc1-c1nc2ccccc2[nH]1,·,·,·,-14%,-38%,-14,165,14,165
Cc1csc(NC(=O)C2CCC(C)(C(=O)O)C2(C)C)n1 (configuration not stated),·,·,·,0%,8%,-7,74,7,74
O=C(CSc1nnc2ccccn12)Nc1ncc(Cl)cc1Cl,-4,89,93,8%,8%,-13,185,13,185
Cn1cccc1Cc1nnc(SCC(=O)NCc2ccccc2Cl)n1-c1ccc(F)cc1,-9,67,76,-24%,-44%,10,150,-10,150

# Following part
SMILES,MRP resist rev,MRP resist rev cytotoxicity,MRP resist rev with doxorubicin,Bcl-B displacement,PLAP inhibition,IL1B NFkB inh,IL1B NFkB inh cell count 2 µM,NFkB transloc pot,NFkB transloc pot cell count 2 µM
Cc1cccc(NC(=O)CN2C(=O)COc3ccc(Cl)cc32)c1,19,93,74,-5%,32%,·,·,·,·
O=C(CSc1cccc2cccnc12)N1CCCC1,0,0,0,2%,-10%,·,·,·,·
O=C(NCCOC(=O)C1COc2ccccc2O1)c1cccnc1 (configuration not stated),·,·,·,-3%,11%,-7,138,7,138
O=C(CNC1C(=O)Nc2ccccc21)Sc1ccccc1 (configuration not stated),-2,105,107,-4%,-9%,6,139,-6,139
COc1ccccc1OCCCCCc1c(C)n[nH]c1C,3,87,84,-2%,-43%,-8,212,8,212
O=C(CCSc1ccccc1)Nc1nnc(-c2ccccc2)o1,-3,88,92,-12%,-1%,15,173,-15,173
Cc1cc(-c2ccc(Cl)cc2)n2nc(N)nc2n1,-1,91,92,-5%,-10%,-16,169,16,169
CCCN1CCN(S(=O)(=O)c2ccc(OC)c(Br)c2)CC1,10,92,82,-2%,8%,-13,201,13,201
O=C(CSc1ncnc2nc[nH]c12)c1ccccc1,3,88,85,-2%,-3%,6,143,-6,143
COc1ccc(C(=O)N2CC=C(c3ccccc3)CC2)cc1S(=O)(=O)N1CCOCC1,7,88,81,-3%,-44%,1,92,-1,92
CCCC1C(=O)N(c2ccccc2)C1c1ccccc1 (configuration not stated),·,·,·,2%,-2%,·,·,·,·
COc1ccccc1NC(=O)N1CCN(c2ncccn2)CC1,·,·,·,-10%,27%,·,·,·,·
COC(=O)c1ccc(CSc2nc3c(c(=O)n2-c2ccc(C)cc2)SCC3)o1,26,73,46,2%,-37%,·,·,·,·
CNC(=O)c1cc2c(=O)n3cccc(C)c3nc2n(C(C)C)c1=N,-11,80,91,2%,19%,-16,141,15,141
COc1ccccc1N1CCN(C(=O)C2CCC(Cn3c(=S)[nH]c4ccccc4c3=O)CC2)CC1 (configuration not stated),-4,88,91,1%,10%,-2,114,2,114
Fc1cccc(Cl)c1Cn1nnc2c(NCc3ccccn3)ncnc21,7,84,77,·,·,-24,100,24,100
C(=C\c1ccccc1)/CSc1nnc(-c2cnccn2)n1Cc1ccco1,-43,29,73,·,·,-11,104,11,104
Cc1cccn2c(=O)c(C=O)c(N3CCCCCC3)nc12,0,96,97,9%,7%,6,185,-6,185

# Some of the compounds tested; rates above refer to the full screens.
